Screening results as filed in PubChem BioAssay.
Growth percent in the NCI-60 one-dose screen (48 h, 10 µM unless noted): 100 = growth as untreated, 0 = no growth, -100 = all killed.
MDA-MB-468 – MDA-MB-468 breast cancer; 78,000 tested, 8.5% active; AID 2202374
MCF7 – MCF7 breast cancer; 82,000 tested, 6.3% active
SR – SR leukemia cells | 73,000 tested, 8.7% active
BT-549 – BT-549 breast cancer; 78,000 tested, 4.4% active; AID 1794793
MDA-MB-231 – MDA-MB-231 breast cancer; 81,000 tested, 5% active; AID 1794789
K-562 – K-562 leukemia; AID 1794777; 78,000 tested, 7.4% active
MOLT-4 – MOLT-4 leukemia cells | 80,000 tested, 6.9% active | AID 1794779
MDA-MB-435 – MDA-MB-435 melanoma; 82,000 tested, 7.8% active; AID 1794794
The depositor's hits bear a star; / = no result given; & = joins results of further samples. The calls were made as follows: active = growth percent below 10; inactive = the rest. The list is partial (hit frequency here may not be typical).

No.	SMILES	MDA-MB-468	MCF7	SR	BT-549
1	O=C(/C=C/c1ccccc1)c1nc2ccccc2n1Cc1ccc(F)cc1	-90*	-33*	-16*	-65*
2	CCC(=O)c1ccc(OC)cc1	93	100	109	99
3	COC(=O)CCC1=C(C)c2cc3[n-]c(cc4nc(cc5[n-]c(cc1n2)c(CCC(=O)OC)c5C)C=C4C)cc3C.[Cd+2]	82	27	/	-32*
4	ClCCN(CCCl)c1ccc(/C=N\N=C\c2ccc(N(CCCl)CCCl)cc2)cc1	50	35	/	50
5	O=C1NC(=O)C(=Cc2ccc(F)cc2)C(=O)N1	118	99	101	107
6	OCCNC(Cc1ccccc1)c1ccccc1Cl (configuration not stated)	91	97	99	64
7	O=C(CBr)Nc1ccc(Cl)cc1	93	45	-29*	116
8	COc1cccc(C(O)P(=O)(OC)OC)c1OC (configuration not stated)	114	94	101	106
9	CCC1(CC)C(=O)NC(=O)N(CCc2ccccn2)C1=O	107	99	108	105
10	CCCCCCC(C)(C)c1ccc([C@@H]2C[C@H](O)CC[C@H]2CCCO)c(O)c1	98	82	73	102
11	O=C1/C(=C/c2cn(Cc3ccccc3Br)c3ncccc23)N2CCC1CC2	73	78	70	86
12	N#CC1(c2ccccc2)CCCC1	102	103	88	104

No.	MDA-MB-231	K-562	MOLT-4	MDA-MB-435
1	/	-8.5*	-4.7*	-29*
2	108	117	106	103
3	35	/	/	23
4	65	/	/	27
5	106	98	101	108
6	107	81	75	115
7	64	13	21	87
8	116	98	100	96
9	105	111	106	123
10	81	69	65	102
11	68	82	77	107
12	107	100	85	123

Complete entries, looked up by structure.
Listed for N#CC1(c2ccccc2)CCCC1 : MDA-MB-468 = 102; MCF7 = 103; SR = 88; BT-549 = 104; MDA-MB-231 = 107; K-562 = 100; MOLT-4 = 85; MDA-MB-435 = 123
Listed for CCCCCCC(C)(C)c1ccc([C@@H]2C[C@H](O)CC[C@H]2CCCO)c(O)c1 : MDA-MB-468 = 98; MCF7 = 82; SR = 73; BT-549 = 102; MDA-MB-231 = 81; K-562 = 69; MOLT-4 = 65; MDA-MB-435 = 102

Ordered by number of heavy atoms (ascending): 5 of the compounds above.
No.	SMILES	MDA-MB-468	MCF7	SR	BT-549
7	O=C(CBr)Nc1ccc(Cl)cc1	93	45	-29*	116
5	O=C1NC(=O)C(=Cc2ccc(F)cc2)C(=O)N1	118	99	101	107
8	COc1cccc(C(O)P(=O)(OC)OC)c1OC (configuration not stated)	114	94	101	106
6	OCCNC(Cc1ccccc1)c1ccccc1Cl (configuration not stated)	91	97	99	64
1	O=C(/C=C/c1ccccc1)c1nc2ccccc2n1Cc1ccc(F)cc1	-90*	-33*	-16*	-65*

No.	MDA-MB-231	K-562	MOLT-4	MDA-MB-435
7	64	13	21	87
5	106	98	101	108
8	116	98	100	96
6	107	81	75	115
1	/	-8.5*	-4.7*	-29*

The list continues.
No.	SMILES	MDA-MB-468	MCF7	SR	BT-549
13	O=C1NC(=O)C(=Cc2ccc(-c3ccccc3)cc2)C(=O)N1	115	109	99	108
14	COCCOP(=O)(N1CC1)N1CC1	103	92	97	79
15	CN=NNc1nc[nH]c1C(N)=O	97&103	92&92	101&101	108&99
16	NC1CC2CCCCC2CC1(O)c1ccccc1 (configuration not stated)	98	96	91	102
17	CC(C)[C@H](NC(=O)c1cc(-c2ccc(F)cc2)nn1CCCCCF)C(N)=O	105	97	92	92
18	CC(=O)O[C@H](C[C@H](C(C)C)N(C)C(=O)[C@H](C)NC(=O)[C@H]1CCCN1C)c1nc(C(=O)N[C@@H](Cc2ccccc2)C[C@H](C)C(=O)O)cs1	36	/	34	67
19	c1ccc(N2C3C4CC(C5CCCC54)C32)cc1 (configuration not stated)	115	114	111	120
20	C[C@]12CC[C@H]3[C@@H](CC[C@@H]4C[C@@H](O[C@@H]5O[C@H](CO)[C@@H](O)[C@H](O)[C@H]5O)CC[C@@]43C=O)[C@@]1(O)CC[C@@H]2c1ccc(=O)oc1	96	88	88	102
21	CC1COC(=O)C1 (configuration not stated)	106	94	/	102
22	NC(=O)C(Cl)Cl	103	93	100	111
23	Clc1ccc(Cl)c2ccccc12	123	103	149	102
24	N#CC(C#N)=Cc1ccc(C=C(C#N)C#N)cc1	114	100	124	158

No.	MDA-MB-231	K-562	MOLT-4	MDA-MB-435
13	110	106	98	105
14	105	109	100	106
15	105&99	96&105	107&106	101&101
16	100	92	86	105
17	102	99	99	104
18	106	44	81	20
19	112	106	114	118
20	97	87	95	102
21	120	/	102	102
22	111	100	109	103
23	113	121	146	112
24	116	98	96	116

(list continues)
No.	SMILES	MDA-MB-468	MCF7	SR	BT-549
25	CC(Cc1ccccc1)NCC(=O)c1ccc(O)c(O)c1 (configuration not stated)	113	93	96	89
26	CCOP(=O)(CC(=O)NC(C(N)=O)C(C)C)OCC (configuration not stated)	111	92	95	114
27	COc1cc(/C=N\N=C(N)N)cc([N+](=O)[O-])c1O	105	94	92	95
28	CCOP(=S)(OCC)Oc1nc(Cl)c(Cl)cc1Cl	101	111	/	88
29	C=CCCCCCCCCC(=O)[O-].C=CCCCCCCCCC(=O)[O-].[Zn+2]	115	108	91	108
30	CC[N+]1(C)CCCC(OC(=O)C(O)(c2ccccc2)c2ccccc2)C1 (configuration not stated)	117&109	99&108	99	103&113
31	CC[CH2][Pb]([CH2]CC)([CH2]CC)[O]C(=O)C(F)(F)F	-90*	-80*	/	-95*
32	CCn1cc(C(=O)C2C(C)(C)C2(C)C)c2ccccc21	106	95	105	111
33	Nc1c(Cl)cccc1C(=O)O	101	92	100	95
34	CCCCCn1c(C(=O)c2cccc3ccccc23)nc2ccccc21	94	91	103	113
35	O=NNc1ccc2cccnc2n1	108	88	/	102
36	c1ccc2c(c1)O[As](O[As]1Oc3ccccc3O1)O2	11	13	2.7*	18

No.	MDA-MB-231	K-562	MOLT-4	MDA-MB-435
25	75	92	79	97
26	105	100	100	99
27	103	103	101	103
28	111	113	/	96
29	106	92	103	100
30	103&110	98	101	115&104
31	-50*	2.2*	-28*	-97*
32	102	96	100	95
33	117	93	111	102
34	94	91	82	106
35	/	109	113	104
36	62	5.8*	19	41

The results go on.
No.	SMILES	MDA-MB-468	MCF7	SR	BT-549
37	COc1ccccc1C(O)(C(=O)OCCSC)c1ccccc1OC	105	94	95	103
38	C[C@]12CC[C@H]3[C@@H](CC=C4c5nc(-c6ccccc6O)sc5CC[C@@]43C)[C@@H]1CC[C@@H]2O	84	83	68	89
39	CCCCCCCCCCCCOC(=O)CCN1CC1	109	104	102	111
40	Cc1cc(NC(=O)/C=C/c2ccc([N+](=O)[O-])cc2)ccc1S(=O)(=O)F	114	92	81	106
41	CCOC(=O)Nc1cc(Cl)c([N+](=O)[O-])c(N)n1	87	70	42	125
42	O=[N+]([O-])CC(c1ccccc1F)c1c(-c2ccccc2)[nH]c2ccccc12 (configuration not stated)	74	100	87	104
43	O=P(Oc1ccc(Br)cc1)(N1CC1)N1CC1	125	67	74	97
44	COc1ccc2c(c1)Oc1nc(N)c(C#N)c(N)c1C2c1cc(OC)c(OC)c(OC)c1 (configuration not stated)	91	85	98	113
45	CCC1(C)CC(CCNCc2ccccc2O)(c2ccc(C)cc2)CCO1 (configuration not stated)	110	97	96	101
46	N#C[Se]CCCNS(=O)(=O)C1CC2C=CC1C2 (configuration not stated)	-30*	2.2*	7.7*	-71*
47	COc1cc(C2(C#N)CCN(C)CC2)cc(OC)c1OC	108	96	91	101
48	O=c1[nH]c(S(=O)(=O)F)nc2nc[nH]c12	130	98	86	95

No.	MDA-MB-231	K-562	MOLT-4	MDA-MB-435
37	106	105	100	109
38	71	23	78	92
39	105	105	100	98
40	100	95	90	100
41	109	53	104	87
42	79	52	66	52
43	110	95	79	92
44	108	118	110	100
45	106	101	101	100
46	-72*	5.9*	5.9*	-41*
47	99	97	83	103
48	101	89	96	/

More results:
No.	SMILES	MDA-MB-468	MCF7	SR	BT-549
49	ClCCN1CCOCC1	103	96	/	97
50	Cc1cccc(N=C2c3cc([N+](=O)[O-])ccc3-c3c2cc([N+](=O)[O-])cc3[N+](=O)[O-])c1	-24*	21	/	82
51	COC(=O)C1CN1/C(C)=N/N=C1\C(=O)Nc2ccc(F)cc21 (configuration not stated)	108	85	93	124
52	O=C1CCCN1CC#CCN1CCCC1	60	106	144	110
53	CN1C2CCC1CC(OC(=O)/C=C\c1ccccc1)C2 (configuration not stated)	/	90	94	/
54	CCOP(=O)(OCC)/C(C#N)=C/c1ccoc1	96	101	111	101
55	COc1cc2c(c(OC)c1OC)-c1ccc(O)c(=O)cc1C(N)CC2 (configuration not stated)	97	96	/	89
56	C=C1[C@@H](C)C2[C@H](Cc3ccccc3)NC(=O)[C@]23[C@H](OC(C)=O)/C=C/[C@@](C)(O)C(=O)[C@@H](C)C/C=C/[C@H]3[C@@H]1O (some centres not stated)	45	23	43	12
57	Cc1ccc(NC2=N[C@]34CC(=O)CC[C@]3(C)[C@H]3CC[C@]5(C)C(=O)CC[C@H]5[C@@H]3C[C@@H]4S2)c(C)c1	17	18	-0.6*	2.9*
58	CCCCCCCCCCC1CCP(=O)(OC)OC(C)=C1C(=O)OC (configuration not stated)	69	62	49	47
59	O=C(O)C1[O][Sb][O]C1C(=O)O (configuration not stated)	96	92	70	85
60	CCCCCC(=O)P(=O)(OCC)OCC	117	106	96	118

No.	MDA-MB-231	K-562	MOLT-4	MDA-MB-435
49	98	117	88	101
50	60	23	28	45
51	112	98	109	99
52	110	125	136	126
53	103	112	103	90
54	103	105	105	97
55	89	93	75	94
56	33	76	62	64
57	27	5.3*	-0.3*	17
58	69	51	49	65
59	128	89	95	105
60	100	110	96	118

Following part
No.	SMILES	MDA-MB-468	MCF7	SR	BT-549
61	Cc1ccc2c(C(C[N+](=O)[O-])c3cccs3)c(-c3ccccc3)[nH]c2c1 (configuration not stated)	-5.5*	18	/	34
62	ClCCN(CCCl)c1nc(Cl)c(C2CC(c3ccccc3)=NN2c2cc(Cl)cc(Cl)c2)s1 (configuration not stated)	111	98	112	107
63	CCC1CN1P(=O)(Oc1ccc(Cl)cc1)N1CC1CC (configuration not stated)	100	91	86	102
64	CC[C@H](C)[C@H](NC(=O)c1ccccn1)C(=O)N(C)[C@H](C[C@@H](OC(C)=O)c1nc(C(=O)NC23CC(C(=O)OC)(C2)C3)cs1)C(C)C	79	96	67	108
65	CCOC(=O)C1=C(Nc2ccc(Cl)c(C(F)(F)F)c2)C(=O)OC12C(=O)Nc1ccccc12 (configuration not stated)	92	93	85	104
66	Clc1ccc(N2CCN(Cc3ccccc3)CC2)cc1	95	97	93	86
67	CC(=O)OC1CCC2C3CCC4=C/C(=N/OC(=O)c5ccc(N(CCCl)CCCl)cc5)CCC4(C)C3CC(C)C12 (configuration not stated)	67	99	-7.9*	110
68	O=C(CI)CI	110	94	91	96
69	Nc1cc(Cl)ccc1O	90&79	76&84	82&65	90&92
70	CC12CCC3(CCC(=O)OCCNc4ccnc5cc(Cl)ccc45)[C@@](C)(OO[C@]3(C)O1)O2	54	60	39	104
71	O=[N+]([O-])c1ccc(CN2CCN(c3ccccc3)CC2)cc1	/	89	103	76
72	C[C@]12CC[C@@H]3C4=C(CC[C@H]3[C@@H]1CC[C@@H]2O)CC(=O)CC4	101	118	97	122

No.	MDA-MB-231	K-562	MOLT-4	MDA-MB-435
61	44	11	16	-31*
62	99	99	101	109
63	95	89	71	107
64	101	92	89	72
65	93	83	84	95
66	93	105	103	110
67	78	18	58	78
68	116	107	103	120
69	57&53	85	81	93&94
70	84	22	66	90
71	83	108	101	103
72	103	97	89	103

(cont.)
No.	SMILES	MDA-MB-468	MCF7	SR	BT-549
73	COc1ccc(C(=O)N2CCCC2=O)cc1	114	101	99	108
74	Nc1c(Cl)cc([N+](=O)[O-])cc1Cl	104	91	90	97
75	COc1ccc(Nc2nc(-c3ccc4ccccc4c3)c[se]2)cc1	78	68	94	102
76	C(=N\N1CCCCCC1)/c1c[nH]c2ccccc12	115	90	100	87

No.	MDA-MB-231	K-562	MOLT-4	MDA-MB-435
73	140	102	101	101
74	102	115	92	100
75	83	104	105	109
76	80	102	84	114
